# Mm-Cpn inhibitor – inhibitors of Methanococcus maripaludis chaperonin (MmCpn). hit rate 0.031% among 330,000. purified Mm-Cpn ATPase, ADP Transcreener TR-FRET. Potency, µM (series often up to 76.9 µM), inactives show at the top dose activity, negative = inhibition, usual class: inhibitors; also: potency is read from the fitted curve at half-maximal effect; % is scaled to controls: 0 for no effect and ±100 for the full control effect; nearly all actives have a fitted effect of over 80% in size
#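 Measured: ADP formation by purified Mm-CPN. Conditions: 25 nM protein, 10 uM ATP, Tris pH 7.4 with Mg2+, K+ and DTT, 37°C for 30 min. Detection: Transcreener HTRF after 30 min at room temperature.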
# Nrf2 inh – inhibitors of Nrf2 signaling | Potency, µM (top dose mostly 46 µM), for inactives: top-dose activity change, negative = inhibition, usual class: inhibitors | AID 504444 | hit rate 2.1% among 360,000 | A549 ARE-Fluc reporter, luciferase luminescence, 18-24 h; also: potency is read from the fitted curve at half-maximal effect; % is scaled to controls: 0 for no effect and ±100 for the full control effect; nearly all actives have a fitted effect of over 60% in size
#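 Cells were seeded and rested 2 h, then exposed to compounds for 18-24 h. CellTiter-Fluor was read first as a viability measure. BugLite was added 15 min before the final luminescent read of ARE-luciferase activity in A549 cells.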
# TGFb SMAD3 inh – TGF-b pathway inhibition | HepG2 CAGA-GFP TGF-b/SMAD3 reporter, GFP fluorescence, 18 h; TGF-beta stimulated, 500 pg/mL final | Potency, µM (highest dose often 46.1 µM), inactives show at the top dose activity, negative = inhibition, most hits filed as inhibitors | hit rate 1.2% among 410,000; also: potency is read from the fitted curve at half-maximal effect; % is scaled to controls: 0 for no effect and ±100 for the full control effect; nearly all actives have a fitted effect of over 65% in size
#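 First, reporter cells (HEPG2 CAGA-GFP) rested 2 h at 37 degrees C. Next, compounds were pinned in and TGF-beta added to 500 pg/mL final. After 18 h, GFP was imaged per cell and summed per well.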
# Akt phos inh – inhibitors of Akt phosphorylation; Neuro2A IGF-stimulated pAkt S473 HTRF, 20 min; stronger effect = lower value; activity change, % for hits at 50 µM; hit rate 0.32% among 360,000; AID 651550; in the data active = activity change below about -80%; inconclusive = mostly about -51% to -80%; also: % is scaled to controls: 0 for no effect and ±100 for the full control effect
#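 Single-point screen (50 µM final compound) in Neuro2A cells stimulated 20 min with 6 nM IGF at 37 deg C. After lysis, Ser473-phosphorylated Akt read by HTRF (ex 330 nm, em 615/665 nm) as the 665/615 ratio.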
# Nrf2 activator – activators of Nrf2 (ARE) signaling | AREc32 ARE-luciferase reporter (MCF7-derived line), luminescence, 24 h | hit rate 0.31% among 410,000 | Potency, µM (doses to about 46.1 µM), inactives show top-dose activation, most hits filed as activators; also: potency is read from the fitted curve at half-maximal effect; % of control where 0% means no effect; nearly all actives have a fitted effect of over 65% in size
#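 Quantitative high-throughput format: AREc32 reporter cells, 1000 per well, received compound by pin transfer and were incubated 24 hr at 37 deg C, 5% CO2, before Steady-Glo luminescence detection.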
# S2 tox – cell viability loss in ATXN counter-screen; hit rate 0.49% among 400,000; AID 651635; S2 cells (HEK-293 line with an ATXN2-luciferase reporter) viability, CellTiter-Fluor protease fluorescence, 24 h; Potency, µM (highest dose often 56.7 µM), usual class: cytotoxic; also: potency is read from the fitted curve at half-maximal effect; nearly all actives have a fitted effect of over 40% in size
# HepG2 viability – kills HepG2 cells in TGF-b inhibitor counter-screen; HepG2 CAGA-GFP viability, ATP luminescence, 18 h; Potency, µM (top dose mostly 46.1 µM), without a hit: top-dose activity change, negative = cytotoxicity, actives largely listed as cytotoxic; hit rate 0.76% among 410,000; also: potency is read from the fitted curve at half-maximal effect; some results filed as inactive show a strong effect at the top dose
#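 HepG2 CAGA-GFP cells (1000/well, DMEM with 1% FBS) received compound, then TGF-beta at 500 pg/mL final, and were incubated 18 hours at 37 degrees C. Viability was read by CellTiter-Glo luminescence. Media-only wells were set as complete cell-killing and DMSO as no toxicity.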
# A549 tox – kills or reduces viability of A549 cells in Nrf2 counter-screen | A549 ARE-Fluc cells, CellTiter-Fluor viability, 18-24 h | Potency, µM (highest dose often 46 µM), without a hit: at the top dose activity change, negative = cytotoxicity, hits mostly inhibitors | hit rate 0.16% among 390,000 | AID 504648; also: potency is read from the fitted curve at half-maximal effect; % is scaled to controls: 0 for no effect and ±100 for the full control effect
#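 A549 ARE_Fluc cells in 5% FBS OPTI-MEM were exposed to compounds in concentration-response for 18-24 h at 37 deg C. Viability was read by CellTiter-Fluor fluorescence (Ex 405/Em 525) after 30 min, before the luciferase read.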
# CCT chaperon mod – cytosolic chaperonin activity modulation | purified chaperonin ATPase assay, HTRF ADP detection, 30 min | activity change, % (no concentration beside the values), hits read low | hit rate 0.3% among 360,000; in the data active = activity change below about -30%; also: % is scaled to controls: 0 for no effect and ±100 for the full control effect
#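 TRiC at 40 or 20 nM final (batch-dependent) in 30 mM Tris pH 7.4, 100 mM KCl, 5 mM MgCl2, 1 mM DTT, with compound at single 76 uM and 10 uM ATP, 30 min at 37 deg C. ADP detected by HTRF Transcreener, 665/615 ratio.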
# * marks the source's active call; other numbers are inactive results; i = inactive; ? = inconclusive; · = no result given; & = joins results of further samples; [ ] = dose if it differs, or a comment. Unless noted, calls follow the shape of the dose curve; as a rule, active = well fitted curve in the direction sought with a large enough effect; inconclusive = small, poorly fitted or top-dose-only effect, or another doubt; inactive = no such curve, though single readings can be large; an effect the other way counts as inactive or inconclusive.
SMILES,Mm-Cpn inhibitor,Nrf2 inh,TGFb SMAD3 inh,Akt phos inh,Nrf2 activator,S2 tox,HepG2 viability,A549 tox,CCT chaperon mod
O=C(Cn1nnc2c(cnn2-c2ccc(F)cc2)c1=O)c1ccccc1F,-2%,7%,0%,i,0.2%,i,1%,-1%,-3.9
O=C(COC(=O)Cn1cnc2ccccc21)Nc1ccccc1C(F)(F)F,-4%,-1%,-10%,i,-0.2%,i,-51%,5%,1.2
Cc1ccc2c(c1)C(c1ccc(F)cc1)N(C(=O)c1ccc(S(=O)(=O)N3CCCCC3)cc1)CC(=O)N2 (centres undefined),·,0%[9.27 µM],1%,·,3.4%,i,2%,1%,·
Cc1ccc(O)c(NC(=O)c2ccc(Br)c(S(=O)(=O)N3CCCCC3)c2)c1,·,5%,?,·,4.4%,?,14µM*,6%,·
COc1ccc(CCNC(=O)c2cc3cccc4c3n2CC(C)S4)c(OC)c1OC (centres undefined),·,-3%,-12%,·,0.2%,·,-39%,-1%,·
CCOC(=O)C1(CCOc2ccccc2)CCN(CC=C(C)C)CC1,0%,10%,-2%,i,0.5%,i,-21%,-1%,-1.6
c1cncc(-c2nc(N3CCOCC3)c3c4c(sc3n2)CCC4)c1,-7%,?,-9%,i,0.1%,·,2%,6%,-18
CCOc1ccc(-n2c(SCC(=O)N3CCCC3)nc3c([nH]c4ccccc43)c2=O)cc1,·,·,-13%,·,0.8%,i,1%,2%,·
CCc1nn(CCCC(=O)Nc2ccc(C)cc2C)c(=O)c2cc3occc3n12,2%,?,-4%,i,-1.1%,i,2%,-3%,-1.3
Cc1cc(S(=O)(=O)N2CCOCC2)ccc1OCC(=O)Nc1cccc(F)c1,1%,-8%,?,i,5.4%,i,-36%,0%,1.6
COc1cc(/C=N/NC(=O)CCN2CCN(C)CC2)cc2c1OCO2,1%,6%,-19%,i,-0.6%,i,-13%,11%,-1.2
COc1ccccc1/C=N/n1c(N)c(C(=O)NC2CCCCC2)c2nc3ccccc3nc21,-9%,12%,-20%,i,-0.2%,i,-18%,·,-1.9
N#Cc1cc([N+](=O)[O-])ccc1N1CCN(c2ccccc2O)CC1,1%,?,-3%,i,3.8%,i,21%,-9%,-1.9
O=C(Cn1cnc2c(nnn2Cc2ccc(F)cc2)c1=O)NCc1ccc2c(c1)OCO2,-1%,4%,-30%,i,2.5%,i,-18%,15%,-1.3
Cc1[nH]nc(-c2ccc(O)cc2O)c1-c1nc2ccccc2s1,1%,-25%,-8%,i,5.3%,?,2%,-24%,0.7
COc1cc(C(=O)NCCC(=O)NC(C)C)cc(OC)c1OC,-2%,3%,3%,i,0.3%,i,-2%,0%,-0.2
Cc1cccc(C(=O)Nc2c(C(=O)N(C)C)cnn2-c2ccccc2)c1,-2%,-11%,1%,i,-0.7%,i,-11%,0%,-1.5
CCOc1ccc(S(=O)(=O)NCCC(=O)N2CCCCCCC2)cc1,-2%,1%,-20%,i,-0.6%,i,0%,-2%,-1.8
Cc1ccc(/C=[N+](\[O-])c2ccccc2C)o1,-1%,4%,-18%,·,0.6%,i,-12%,-1%,0.4
CCOc1ccccc1NC(=O)c1cccc(N2C(=O)CCC2=O)c1,-1%,13%,3%,i,0.5%,i,-11%,-1%,-0.5
CCOC(=O)c1ccc(NC(=O)c2nc(SC)ncc2Cl)cc1,0%,-12%,-2%,i,1.9%,i,-5%,-3%,-0.2
O=C(CSc1ccc2nnc(-c3ccccn3)n2n1)Nc1ccccc1F,3%,5%,12%,i,2.3%,i,30%,-7%,-1.4
Cc1cccc(N2CCN(S(=O)(=O)c3ccc4c(c3)CCN4C(=O)CCC(=O)O)CC2C)c1 (centres undefined),1%,-1%,-4%,i,-0.1%,i,-10%,3%,-0.5
Cc1ccc(-c2ccccc2C2=CC(=O)CC(C)(C)C2=O)cc1,·,·,0%,i,0.4%,i,-16%,·,0.4
CC(C)Cc1nnc(NC(=O)CCC(=O)NC2CCCCCC2)s1,0%,9%,0%,i,-0.2%,i,5%,-8%,-0.7
CC(=O)c1ccc(S(=O)(=O)N(CCCO)Cc2cc3cc(C)ccc3[nH]c2=O)cc1,-2%,-2%,?,i,2.8%,i,-14%,-2%,-4.3
O=C(CSc1ccc(-c2ccc(-n3cccn3)cc2)nn1)Nc1ccc([N+](=O)[O-])cc1,-3%,?,0%,i,0.5%,?,6%,-7%,-1.3
Cn1ccc2cc(S(=O)(=O)N3CCCN(C(=O)Nc4ccc(Br)cc4)CC3)ccc21,·,·,-18%,·,4.3%,i,-24%,-1%,·
CNC[C@@H]1OCc2ccccc2-c2ccccc2C(=O)N([C@H](C)CO)C[C@@H]1C,·,·,12%,i,-0.4%,i,-15%,·,-2.5
CC(=O)N1CCCc2cc(S(=O)(=O)N3CCC(N(C)C(C)C)CC3)ccc21,·,·,-2%,·,1.8%,i,-7%,12%,·
CC1CCCC(C)N1C(=O)c1cc2ncc(CCCl)cn2n1 (centres undefined),-1%,-4%,9%,i,-0.3%,i,-4%,1%,-0.2
Cn1ncc([N+](=O)[O-])c1C(=O)Nc1ccccc1,1%,-16%,18%,i,0.4%,i,6%,4%,1.8
Cc1ccc(CNC(=O)c2cc3sc(Cl)cc3n2C)cc1,·,?,·,·,0.7%,·,-6%,-3%,·
CC1(C)CC(=O)C=C(c2cccc(CO)c2)C1,1%,6%,-6%,i,-0.7%,i,-4%,12%,-0.5
CCOc1ccc(NC(=O)CN(C)S(=O)(=O)c2cnc[nH]2)cc1,2%,-15%&17%,3%&2%,i,-0.9%&-0.8%,i,3%&2%,0%&11%,-1.8
COC(=O)C1=C(O)CSC1=Nc1ccccc1,1%,·,0%,i,-0.1%,i,-13%,5%,1.9
CN1C=CC2=C(C#N)C(N)C(C#N)(C#N)C(c3ccccc3)C2C1 (centres undefined),0%,-13%,?,i,-0.2%,i,-14%,-19%,-1.9
O=C(COC(=O)c1cccc(Cl)c1)NC(=O)NCc1ccccc1,0%,3%,-9%,i,4.0%,i,-20%,0%,-5.0
CCOc1ccc(NC(=O)c2ccc(NC(=O)CN3C(=O)C(=O)N(CC(C)C)C3=O)cc2)cc1,1%,4%,3%,i,0.4%,i,27%,7%,1.1
CCOC(=O)c1c(NC(=O)CS(=O)(=O)c2cn(CC)c3ccccc23)sc2c1CCCC2,-4%,-14%,14%,i,2.8%,?,28%,1%,0.0
COc1cccc(C(=O)Nc2nnc(SCC(=O)Nc3ccc(NC(C)=O)cc3)s2)c1,-10%,17%,-18%,i,-0.9%,i,-3%,-4%,0.7
Cc1cccc(N(C)C(=O)CS(=O)(=O)c2cccc3nsnc23)c1,·,·,0%,·,-0.2%,i,-15%,0%,·
CCOC(=O)Cn1c(=O)n(CC2CCCO2)c2nc(-c3ccc(OCC)cc3)nc(C(N)=O)c21 (centres undefined),·,·,5%,·,0.0%,i,-1%,-15%,·
O=C(NC(=S)NCc1ccco1)c1ccc(Br)cc1,1%,2%,3%,i,11%,·,-10%,5%,-7.5
Cc1noc(NS(=O)(=O)c2ccc(NC(=O)COc3ccccc3Br)cc2)c1C,·,?,-11%,·,0.5%,i,-31%,-8%,·
COCCC(=O)N1CCC(Oc2ccc(C(=O)NC(C)CCn3cccn3)cc2)CC1 (centres undefined),2%,4%,3%,i,-0.1%,i,-3%,0%,-2.5
O=C(c1ccc(-c2ccc([N+](=O)[O-])cc2)o1)N1CCCCC1,-1%,?,-19%,i,2.8%,i,-4%,-2%,0.2
O=C(CCOc1ccccc1)Nc1ccc(S(=O)(=O)Nc2ncccn2)cc1,1%,1%,-13%,i,-0.6%,i,-4%,-2%,-7.8
CCOC(=O)C1CCCN(C(=O)/C=C/c2cc(OC)c(OC)c(OC)c2)C1 (centres undefined),-1%,-1%,?,i,2.6%,i,-27%,13%,-2.1
CC(=O)N1CCN(C(=O)c2[nH]c(C(F)(F)F)nc2-c2ccccc2)CC1,·,·,?,i,0.0%,i,-4%,·,0.0
Cc1cc(O)ccc1N/C=C1\CCCC1=O,-5%,3%,6%,i,2.5%,i,0%,-5%,-1.7
C#Cc1ccc(CN2CCC(N3CCC(C(=O)NCc4ccccn4)CC3)CC2)cc1,2%,-15%,?,i,3.3%,i,-3%,-1%,2.2
Cc1ccc(SCc2nc3ccccc3n2CC(=O)Nc2ccccc2)cc1,2%,?,?,i,-0.9%,?,-28%,-10%,1.5
O=C(NNC(=O)c1csc(N2CCOCC2)n1)c1ccc(Cl)nc1,0%,-14%,-14%,i,-1.0%,i,3%,-9%,-0.9
COc1cc(OC)nc(NC(C)=O)n1,-1%,1%,22%,i,-0.8%,i,13%,-10%,1.6
CC(=O)NC(C)(c1ccccc1)c1nc(-c2ccncc2)cs1 (centres undefined),·,·,4%,i,0.0%,i,2%,·,-1.7

# High-throughput results: PubChem, National Center for Advancing Translational Sciences (NCATS)
